Screening results as filed in PubChem BioAssay.
GRK2 inh: compounds blocking aptamer binding on GRK2 – biochemical, human GRK2, bead flow cytometry, HTS, primary screen; Beta-adrenergic receptor kinase 1 (Homo sapiens), P25098; FAM-aptamer displacement from GRK2; inhibition of aptamer binding, % at 10 µM; 330,000 compounds, 0.59% hits;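 active = inhibition of aptamer binding above 40%, roughly 3 SD of noise, on plates passing a quality check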;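 note: median bead fluorescence of bound FAM aptamer so fluorescent compounds give negative values; no value below 0 was filed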
VLA-4 inh: inhibition in human VLA-4 binding assay, primary screen, VLA-4 allosteric modulator project, MLPCN library, flow cytometry, VLA-4 expressing cells; Integrin alpha-4 (Homo sapiens), P13612; ligand binding flow cytometry; inhibition, % (about 7 µM as worked out from the volumes in the protocol); 330,000 compounds, 0.2% hits; in the data active = inhibition above about 50%
Target sequence (P13612 whole entry, looked up): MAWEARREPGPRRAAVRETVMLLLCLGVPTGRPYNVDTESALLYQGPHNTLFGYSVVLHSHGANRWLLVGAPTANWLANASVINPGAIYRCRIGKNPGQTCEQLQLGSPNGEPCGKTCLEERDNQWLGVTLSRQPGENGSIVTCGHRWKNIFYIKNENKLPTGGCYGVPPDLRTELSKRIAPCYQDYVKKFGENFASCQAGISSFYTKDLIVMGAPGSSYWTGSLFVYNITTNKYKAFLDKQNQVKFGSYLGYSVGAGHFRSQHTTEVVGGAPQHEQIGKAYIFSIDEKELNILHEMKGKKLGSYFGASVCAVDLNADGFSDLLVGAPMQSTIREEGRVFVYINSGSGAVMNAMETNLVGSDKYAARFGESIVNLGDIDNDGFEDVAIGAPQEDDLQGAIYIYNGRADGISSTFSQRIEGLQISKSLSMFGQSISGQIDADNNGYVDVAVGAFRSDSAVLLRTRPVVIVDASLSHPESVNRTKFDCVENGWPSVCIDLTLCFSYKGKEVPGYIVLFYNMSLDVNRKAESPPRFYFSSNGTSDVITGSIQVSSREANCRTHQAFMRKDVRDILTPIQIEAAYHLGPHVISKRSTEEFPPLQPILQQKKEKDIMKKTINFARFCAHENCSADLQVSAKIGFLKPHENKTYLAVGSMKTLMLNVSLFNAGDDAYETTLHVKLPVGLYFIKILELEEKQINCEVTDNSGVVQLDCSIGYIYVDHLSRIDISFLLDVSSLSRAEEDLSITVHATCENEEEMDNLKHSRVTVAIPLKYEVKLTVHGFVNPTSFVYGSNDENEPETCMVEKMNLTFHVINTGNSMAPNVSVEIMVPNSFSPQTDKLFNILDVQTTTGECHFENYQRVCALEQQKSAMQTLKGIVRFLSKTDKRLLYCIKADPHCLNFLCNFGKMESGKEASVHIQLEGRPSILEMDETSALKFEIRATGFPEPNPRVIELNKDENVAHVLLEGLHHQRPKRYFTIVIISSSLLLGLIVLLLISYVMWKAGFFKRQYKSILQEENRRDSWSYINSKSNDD
LAP4 TOR yeast: modulators of LAP4-GFP expression in yeast, primary screen, S. cerevisiae, multiplex flow cytometry, MLPCN library; 3 h; median GFP as percent of DMSO wells; GFP response vs DMSO, % at 10 µM; 320,000 compounds, 0.34% hits;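 active = GFP response vs DMSO above a set limit, about the screen mean plus 3 SD, cut at about 150% in these data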
AGP1 TOR yeast: modulators of AGP1-GFP expression in yeast TOR pathway, primary screen, cell-based, multiplex flow cytometry, S. cerevisiae, MLPCN library | 3 h; GFP as percent of DMSO wells | 320,000 compounds, 0.02% hits | GFP response vs DMSO, % at 10 µM | AID 2066, 2009;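 active = GFP response relative to DMSO above a set limit, near screen average plus 3 SD, cut at about 150% in these data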;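 note: median GFP channel fluorescence of the gated AGP1 strain per well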
RPL19A-GFP yeast: RPL19A-GFP expression modulators in yeast, primary screen, cell-based, S. cerevisiae, multiplex flow cytometry, MLPCN; S. cerevisiae RPL19A-GFP strain, 3 h; stronger effect = lower value; percent response vs DMSO, % at 10 µM; 330,000 compounds, 0.3% hits;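 active = percent response vs DMSO below 50%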;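 note: median channel GFP fluorescence of the barcoded RPL19A-GFP strain; ratio of sample median GFP to plate DMSO average so 100% = DMSO; lower means less RPL19A-GFP as with rapamycin TOR inhibition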
CIT2-GFP yeast: modulators of CIT2-GFP expression in yeast, primary screen, S. cerevisiae, GFP fusion, multiplex flow cytometry, MLPCN library; S. cerevisiae CIT2-GFP strain, 3 h; 100 means same as DMSO wells; GFP response vs DMSO, % at 10 µM; 320,000 compounds, 0.065% hits;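 active = GFP response relative to DMSO above a set limit, near the screen mean plus 3 SD, cut at about 150% in these data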;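 note: ratio of well median GFP fluorescence to mean of DMSO wells on the plate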
GASC-1 inh: inhibitors of GASC-1 histone demethylase, primary screen, biochemical, fluorescence, DELFIA europium. Lysine-specific demethylase 4C (Homo sapiens), Q9H3R0. GST-JMJD2C(1-420) H3K9me3 demethylation. inhibition, % at 2.35 µM. 330,000 compounds, 0.069% hits;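 active = more than half of a compound's replicate wells show inhibition beyond 50%, single wells judged on their own value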;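 note: signal counts dimethyl H3K9 product captured on neutravidin plate; 0% = median of DMSO wells and 100% = 0.3 times that DMSO median; strong numbers were not always called active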
MEP2-GFP yeast: modulators of MEP2-GFP levels in yeast, primary screen, S. cerevisiae, multiplex flow cytometry, MLPCN library; S. cerevisiae MEP2-GFP strain, 3 h; 100% = DMSO control level; GFP response vs DMSO, % at 10 µM; 330,000 compounds, 0.51% hits;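 active = GFP response versus DMSO above a set limit, roughly screen mean plus 3 SD, cut at about 180% in these data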;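 note: median GFP fluorescence of the barcode-gated MEP2-GFP cells per well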
An asterisk follows results filed as active; . = not tested or not shown; & = joins results of further samples. Outcome played no part in choosing rows, and some 1.7% of all compounds hit somewhere here.

SMILES | GRK2 inh | VLA-4 inh | LAP4 TOR yeast | AGP1 TOR yeast | RPL19A-GFP yeast | CIT2-GFP yeast | GASC-1 inh | MEP2-GFP yeast
CC(=O)C1=C(O)C(=O)N(c2ccc(O)cc2)C1c1cccc([N+](=O)[O-])c1 (stereo unspecified) | 2 | 3 | 98 | 103 | 103 | 105 | 72 | 110
CCN(CC)CCn1c2c(c(SCC(=O)Nc3ccc4c(c3)OCCO4)nc1=O)CCCC2 | 0 | -2 | 103 | 106 | 93 | 105 | -17 | 96
COc1cccc(-c2n[nH]c(=S)n2Cc2ccco2)c1 | 0 | -9 | 84 | 93 | 94 | 81 | 12 | 100
CN(C)S(=O)(=O)c1ccc(Cl)c(NC(=O)COC(=O)CNC(=O)c2ccco2)c1 | 6 | 13 | 103 | 102 | 102 | 95 | 5 | 110
O=C(Oc1ccccc1)N1CCCC1 | 3 | 5 | 96 | 102 | 101 | 96 | -14 | 103
CN1CCC=C(C(=O)N2c3ccccc3Sc3ccc(Cl)cc32)C1 | 0 | -12 | 98 | 98 | 100 | 95 | -5 | 96
COc1ccc(CCNC(=O)CNS(=O)(=O)c2ccc(F)c(Cl)c2)cc1OC | 0 | 15 | 88 | 95 | 107 | 100 | -8 | 105
Clc1ccc(C2CC(c3ccco3)n3ncnc3N2)cc1Cl (stereo unspecified) | 2 | -11 | . | 105 | 105 | 113 | -16&0 | 114
CCCCCCCC[n+]1cccc(C(=O)N(CC)CC)c1 | 6 | -1 | 93 | 99 | 97 | 98 | -13 | 98
CCOc1ccccc1C(=O)NCC(=O)OCC(=O)c1c(N)n(C)c(=O)n(C)c1=O | 3 | 11 | 99 | 98 | 95 | 98 | 0 | 95
O=C(c1ccccc1)c1coc2c1C(=O)c1ccccc1C2=O | 2 | 13 | 113 | 87 | 93 | 91 | -33 | 96
C#CCN1C(=O)S/C(=C\c2ccc(-c3ccc(C(=O)O)cc3C)o2)C1=O | 12 | 3 | 94 | 94 | 107 | 102 | 6 | 106
COC(=O)CN1C(c2cccc(Cl)c2)=Nc2ccc(Cl)cc2C1c1ccccc1 (stereo unspecified) | 1 | -18 | 100 | 97 | 99 | 96 | 29 | 96
CCOC(=O)c1sc(SC)c2c1CCC/C2=N/OC | 0 | -6 | 112 | 96 | 95 | 95 | -2 | 94
COC(=O)c1ccccc1NC(=O)c1ccc(COc2cc(C)cc(C)c2)o1 | 2 | -1 | 89 | 94 | 91 | 95 | 34 | 95
COc1ccc(/C=N/NC(=O)c2cccc([N+](=O)[O-])c2)cc1OC(=O)c1ccccc1 | 0 | 12 | 108 | 107 | 99 | 88 | 2 | 92
O=C1ON=C(c2ccc(Cl)c([N+](=O)[O-])c2)/C1=C/c1cccc([N+](=O)[O-])c1O | 0 | 6 | 100 | 97 | 97 | 94 | 0 | 96
O=C(Nc1ccc(NC(=O)C2CCCN2C(=O)OCc2ccccc2)cc1)c1ccco1 (stereo unspecified) | 2 | 4 | 106 | 106 | 101 | 103 | -3 | 104
COCCOC(=O)C1=C(C)NC2=C(C(=O)CC(C)(C)C2)C1c1cc2c(cc1Br)OCO2 (stereo unspecified) | 2 | -6 | 102 | 100 | 100 | 99 | 2 | 104
CCc1nnc(NC(=O)CSc2nnc(-c3cc4ccccc4cc3O)n2CC)s1 | 4 | 12 | 94 | 91 | 94 | 86 | 10 | 91
COC(=O)c1sccc1NC(=O)C1CCCCC1C(=O)O (stereo unspecified) | 0 | 5 | 110 | 91 | 94 | 85 | -1 | 93
Cc1cc(Cl)ccc1OCC(=O)OC(C)C(=O)NC(N)=O (stereo unspecified) | 0 | 30 | 102 | 97 | 100 | 98 | 8 | 101
CC(C)N(Cc1ccccc1)C(=O)COC(=O)c1cc[n+]([O-])cc1 | 0 | 15 | 102 | 100 | 100 | 102 | 2 | 100
CCSc1nnc([C@H](Cc2c[nH]c3ccccc23)NC(=O)OC(C)(C)C)o1 | 3 | 7 | 93 | 104 | 106 | 105 | 1 | 101
CCNC(=S)NNC(=O)c1ccccc1OC(F)F | 1 | 6 | 102 | 107 | 103 | 107 | 2 | 103
The listing continues:
SMILES | GRK2 inh | VLA-4 inh | LAP4 TOR yeast | AGP1 TOR yeast | RPL19A-GFP yeast | CIT2-GFP yeast | GASC-1 inh | MEP2-GFP yeast
O=C(Cc1ccccc1Cl)Nc1ccc(S(=O)(=O)Nc2nccs2)cc1 | 4 | 11 | 95 | 97 | 100 | 106 | -8 | 94
CCOc1ccc2nc(NC(=O)c3cc([N+](=O)[O-])ccc3N3CCOCC3)sc2c1 | 0 | -9 | 101 | 101 | 103 | 107 | -4 | 111
O=C(Cn1nc(C(=O)O)c2ccccc2c1=O)Nc1ccc2c(c1)OCO2 | 0 | 17 | 108 | 111 | 101 | 114 | 2 | 103
Cc1ccn(S(=O)(=O)c2ccc(C(C)(C)C)cc2)n1 | 1 | -1 | 98 | 95 | 94 | 96 | 9 | 99
COc1cccc(N(C(=O)c2sc(C)nc2C)C(C(=O)NCC2CCCO2)c2ccccc2)c1 (stereo unspecified) | 0 | 4 | 92 | 95 | 100 | 97 | -3 | 99
COC(=O)/C(=C\c1cc(OC)c(OC)c(OC)c1)c1nc2ccccc2[nH]1 | 1 | 1 | 89 | 88 | 91 | 92 | -11 | 86
Cc1cc(C(F)F)n2ncc(C(=O)O)c2n1 | 2 | 15 | 99 | 102 | 101 | 95 | 8 | 103
O=C(CSc1nnc(C2CC2)n1-c1ccccc1)Nc1ccc(N2CCOCC2)cc1 | 2 | 13 | 95 | 95 | 99 | 95 | -8 | 94
NNC(=O)Cn1c(COc2ccc(Cl)cc2)nc2ccccc21 | 1 | -7 | 91 | 103 | 99 | 108 | -2 | 100
O=C(NCc1ccco1)c1cccc(F)c1 | 2 | 15 | 106 | 103 | 100 | 100 | -15 | 107
O=CN1CCN(C(=O)c2cccc3c2-c2ccccc2C3=O)CC1 | 3 | 10 | . | 88 | 79 | 88 | 6 | 87
COc1ccccc1-c1nc2ccccc2nc1-c1ccccc1OC | 3 | 26 | 91 | 100 | 102 | 100 | -3 | 96
O=C(CSc1n[nH]c(-c2ccncc2)n1)Nc1ccc(Cl)cc1 | 0 | -6 | 104 | 104 | 104 | 109 | 8 | 106
CC(C)CN1C2CCCC1CC(NC(=S)NCc1ccco1)C2 (stereo unspecified) | 3 | -5 | 96 | 103 | 99 | 96 | 0 | 94
COc1ccc(N2CCN(Cc3nc4c(c(=O)[nH]c(=O)n4C)n3CC(C)=O)CC2)cc1 | 4 | -21 | 100 | 103 | 100 | 104 | 13 | 99
COCCNC(=O)NC(=O)COC(=O)c1ccc2[nH]c3c(c2c1)CCCC3 | 0 | 8 | 100 | 99 | 101 | 94 | -20 | 99
COc1cc(/C=C/C(=O)Nc2cc(S(=O)(=O)N3CCOCC3)ccc2N2CCCC2)cc(OC)c1OC | 1 | 3 | 86 | 93 | 95 | 89 | 4 | 90
CCN=c1scc(-c2cccs2)n1/N=C/c1cc(OC)ccc1O | 5 | -26 | 89 | 86 | 88 | 80 | 22 | 95
CNc1ccc(Oc2nc([N+](=O)[O-])nn2C)cc1 | 4 | 7 | 99 | 103 | 95 | 104 | -33 | 96
CCC(C)[C@H](N)c1nnc(SCc2cccc(F)c2)o1 (stereo partly specified) | 4 | 4 | 79 | 72 | 90 | 82 | 22 | 80
Cc1cccn2c(=O)c(/C=C(\C#N)S(=O)(=O)c3ccccc3)c(N3CCN(c4ccccc4)CC3)nc12 | 5 | 26 | 97 | 100 | 104 | 99 | 12 | 96
COc1cc(/C=N/Nc2nc(Nc3ccccc3)nc(N3CCOCC3)n2)ccc1OC(=O)c1ccco1 | 2 | 2 | 98 | 89 | 99 | 111 | -1 | 130
Cc1cccc(N(C(=O)Nc2ccc(Cl)cc2)C2=NCC(C)S2)n1 (stereo unspecified) | 0 | 14 | 105 | 103 | 97 | 102 | -5 | 109
CCOC(=O)NC(=O)CSc1ccccn1 | 2 | 24 | 104 | 104 | 99 | 102 | 3 | 98
CCOC(=O)c1cccc(NC(=O)CCc2nnc3ccc(N4CCCCC4)nn23)c1 | 0 | 10 | 88 | 91 | 99 | 98 | 35 | 99
Following part.
SMILES | GRK2 inh | VLA-4 inh | LAP4 TOR yeast | AGP1 TOR yeast | RPL19A-GFP yeast | CIT2-GFP yeast | GASC-1 inh | MEP2-GFP yeast
Cc1csc(NC(=O)CSc2nnc(Cc3cccn3C)n2CCc2ccccc2)n1 | 2 | -6 | 104 | 104 | 99 | 102 | 1 | 107
Cc1ccc(C(=O)N/N=C\c2ccc(-c3ccc(Cl)cc3)o2)cn1 | 9 | -2 | 135 | 100 | 96 | 96 | -2 | 96
COc1cc(-c2noc(C)c2/C=C/c2cccc([N+](=O)[O-])c2)cc(OC)c1OC | 1 | 5 | 122 | 72 | 88 | 62 | 0 | 89
COc1cc(NC(=S)NCCC(c2ccccc2)c2ccccc2)c(OC)cc1Cl | 4 | 16 | 81 | 92 | 97 | 94 | -6 | 93
CCCCN(CC)C(=O)c1ccc(-c2ccccc2)cc1 | 3 | 1 | 112 | 95 | 103 | 91 | 12 | 107
COc1ccc(/C=N/NC(=O)C(=O)N2CCN(c3ccccc3OC)CC2)cc1 | 1 | -60 | 102 | 99 | 103 | 97 | 8 | 103
C#CCOC(=O)Nc1cnccc1C(F)(F)F | 0 | -5 | 96 | 101 | 95 | 92 | -6 | 94
O=C(COCc1nc2ccccc2c(=O)[nH]1)NC1CCCC1 | 1 | 2 | 95 | 95 | 95 | 89 | -4 | 96
C=CCN(CC=C)CCOc1ccccc1F | 0 | 4 | 106 | 99 | 99 | 101 | -5 | 104
O=C1C2=C(CCCC2)C(=O)N1c1cccc(OCCBr)c1 | 2 | -14 | 102 | 90 | 101 | 95 | 8 | 101
CNC(=S)N/N=C/c1cc(Br)cc(Br)c1O | 0 | -11 | 106 | 93 | 102 | 78 | 12 | 97
Cc1ccc(Cl)c(NC(=O)COC(=O)C2CCC2)c1Cl | 2 | 11 | 104 | 102 | 95 | 92 | 21 | 99
COCCCn1c(SCC(=O)NC(C)C)nnc1-c1ccccc1 | 0 | -1 | 103 | 107 | 105 | 105 | 10 | 98
N#CC1(P(=O)(c2ccccc2)c2ccccc2)CCCC1 | 1 | 16 | 91 | 80 | 98 | 92 | 6 | 99
COc1ccc(Cn2nnc3c(C)n[nH]c(=O)c32)cc1 | 0 | -16 | 100 | 102 | 106 | 103 | 2 | 116
CCC(=O)N1CCN=C1SCc1ccccc1 | 1 | 1 | 104 | 98 | 97 | 96 | -8 | 104
Cc1ccc(NC2CCCN(C(=O)c3cnc4ccccn4c3=O)C2)cc1C (stereo unspecified) | 0 | 1 | 109 | 109 | 115 | 107 | -9 | 111
CC(=O)Nc1cccc(NC(=O)C2CCCN2C(=O)Nc2cccc(F)c2)c1 (stereo unspecified) | 16 | 11 | 92 | 106 | 105 | . | 17 | 104

Of the compounds above, these contain a thiophene ring, fused or not.
SMILES | GRK2 inh | VLA-4 inh | LAP4 TOR yeast | AGP1 TOR yeast | RPL19A-GFP yeast | CIT2-GFP yeast | GASC-1 inh | MEP2-GFP yeast
CCOC(=O)c1sc(SC)c2c1CCC/C2=N/OC | 0 | -6 | 112 | 96 | 95 | 95 | -2 | 94
COC(=O)c1sccc1NC(=O)C1CCCCC1C(=O)O (stereo unspecified) | 0 | 5 | 110 | 91 | 94 | 85 | -1 | 93
CCN=c1scc(-c2cccs2)n1/N=C/c1cc(OC)ccc1O | 5 | -26 | 89 | 86 | 88 | 80 | 22 | 95
